Hsp70 act: switches on Hsp70 transcription. HeLa Hsp70 promoter luciferase reporter, luminescence; scaled: vehicle 0, proteasome-inhibitor control 100%. hit rate 0.04% among 200,000. AID 1203. activation, % at 10 µM;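 active = activation above the mean across all tested compounds plus 3 SD, cutoff set per campaign, cut at about 5.5% in these data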;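 note: 100% = MG132 at 30 µM as the positive control and 0% = DMSO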
STAT3 activator: increases IL-6 driven STAT3 reporter signal; hit rate 0.91% among 190,000; AID 871; activation (% of control), % at 5.6 µM; U3A cells, IL-6 STAT3-luciferase reporter, luminescence; 100% = signal with IL-6 EC80 alone;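 active = activation above the screen-wide mean of compound activation plus 3 SD, cut at about 130% in these data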;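 note: 0% = background luminescence of wells with medium and substrate only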
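Test system: Human STAT1-deficient U3A cells with stable STAT3-luciferase reporter | Also added: Interleukin-6, 33 ng/mL | Timing: Compound pre-incubation 1 h before IL-6, then 6 h stimulation at 37 °C | Technique: Luciferase reporter luminescence | Read-out: Percent of IL-6-only median luminescence | Benchmarks: IL-6-only wells as 100% reference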
HMGR II inh: E. faecalis class II HMG-CoA reductase inhibition | purified E. faecalis HMGR, NADPH absorbance 340 nm kinetic | inhibition, % at 10 µM | hit rate 0.41% among 190,000 | AID 1066;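 active = inhibition above a set limit, the median over all tested compounds plus 3 SD, cut at about 9.5% in these data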;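 note: enzyme runs in reverse so mevalonate oxidation gives rising NADPH absorbance; 0% = complete reaction with DMSO and 100% = background rate lacking mevalonate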
STAT3 blocker: inhibitors of IL-6 induced STAT3 signaling; inhibition, % at 5.5 µM; U3A cells, IL-6 STAT3-luciferase reporter, luminescence; host cell line lacks STAT1; AID 862; hit rate 0.89% among 190,000;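 active = inhibition above the mean inhibition across all screened compounds plus 3 SD, cut at about 44% in these data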;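 note: 0% = DMSO only wells and 100% = 100 µM nifuroxazide control wells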
APP 5'UTR act: activates APP 5'UTR luciferase reporter; SH-SY5Y APP 5'UTR luciferase reporter, luminescence; zero percent = DMSO vehicle wells; activation, % at 2 µM; hit rate 1% among 190,000; AID 1276;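 active = activation above a set limit, based on mean plus 3 SD of controls, cut at about 140% in these data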; note: values of inactives mirror those of a sister screen read the other way
TLR4 MyD88 comp: TLR4-MyD88 interaction inhibition in cells. O00206+Q99836. HeLa CL3-4 TLR4/MyD88 BLA complementation, FRET ratio. inhibition, % at 8.4 µM. hit rate 0.18% among 200,000. AID 861; in the data active = inhibition above about 25%;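 note: 0% = vehicle and 100% = reference inhibitor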
Target sequence (O00206 whole entry, looked up): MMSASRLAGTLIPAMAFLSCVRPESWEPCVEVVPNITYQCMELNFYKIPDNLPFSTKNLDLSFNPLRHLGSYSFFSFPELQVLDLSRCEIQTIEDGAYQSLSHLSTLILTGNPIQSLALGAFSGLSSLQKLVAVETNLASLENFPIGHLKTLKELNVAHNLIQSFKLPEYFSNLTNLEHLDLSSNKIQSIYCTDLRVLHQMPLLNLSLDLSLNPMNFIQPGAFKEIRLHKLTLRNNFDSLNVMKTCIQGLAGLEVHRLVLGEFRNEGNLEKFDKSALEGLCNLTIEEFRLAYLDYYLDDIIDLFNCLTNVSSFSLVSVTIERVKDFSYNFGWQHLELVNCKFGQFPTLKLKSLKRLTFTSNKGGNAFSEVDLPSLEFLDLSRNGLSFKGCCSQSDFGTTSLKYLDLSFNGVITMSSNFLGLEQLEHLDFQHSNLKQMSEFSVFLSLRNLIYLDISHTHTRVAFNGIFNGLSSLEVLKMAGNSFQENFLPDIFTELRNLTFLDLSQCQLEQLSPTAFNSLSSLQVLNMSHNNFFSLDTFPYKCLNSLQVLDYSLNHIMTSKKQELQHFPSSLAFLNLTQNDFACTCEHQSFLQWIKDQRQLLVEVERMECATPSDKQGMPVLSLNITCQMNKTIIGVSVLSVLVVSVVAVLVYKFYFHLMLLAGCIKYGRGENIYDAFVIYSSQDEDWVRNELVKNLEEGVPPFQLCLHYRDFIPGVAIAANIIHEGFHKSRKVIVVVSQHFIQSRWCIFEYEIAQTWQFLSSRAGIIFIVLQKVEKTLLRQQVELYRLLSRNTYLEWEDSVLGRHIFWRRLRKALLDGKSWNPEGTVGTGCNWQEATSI
Target sequence (Q99836 whole entry, looked up): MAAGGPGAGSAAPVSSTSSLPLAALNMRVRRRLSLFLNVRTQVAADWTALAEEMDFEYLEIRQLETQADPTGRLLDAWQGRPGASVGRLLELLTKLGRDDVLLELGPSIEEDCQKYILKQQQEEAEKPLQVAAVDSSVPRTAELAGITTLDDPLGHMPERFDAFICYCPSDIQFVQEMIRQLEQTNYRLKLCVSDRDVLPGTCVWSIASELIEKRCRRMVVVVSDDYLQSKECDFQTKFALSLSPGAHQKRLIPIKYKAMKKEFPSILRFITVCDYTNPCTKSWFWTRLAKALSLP
STAT1 blocker: STAT1 signaling inhibition. NIH 3T3 STAT1-luciferase reporter, IFN-gamma, luminescence. inhibition, % at 5.5 µM. hit rate 0.35% among 200,000;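 active = inhibition above a set limit, the mean inhibition across all tested compounds plus 3 SD, cut at about 34% in these data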;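 note: 0% = IFN-gamma with DMSO and 100% = IFN-gamma with 300 µM nifuroxazide; values of inactives mirror those of a sister screen read the other way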
STAT1 activator: STAT1 signaling activation. NIH 3T3 STAT1-luciferase reporter, IFN-gamma, luminescence; 100% = IFN-gamma alone, no compound. activation (% of control), % at 5.5 µM. hit rate 2.6% among 200,000;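 active = activation above the screen-wide mean activation plus 3 SD, cut at about 130% in these data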;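 note: raw ratio to IFN-gamma control signal so 100% means no change and 0% no light; values of inactives mirror those of a sister screen read the other way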
DTT redox prof: compounds producing H2O2 with reducing agent – biochemical, NIH compound library profiling, artefact control for MLSCN library redox annotation, primary screen; DTT-dependent redox cycling H2O2, phenol red/HRP absorbance; 100% = 100 µM peroxide control, 0% = buffer; activation, % at 10 µM; hit rate 0.03% among 200,000; AID 878;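 active = activation of at least 50% relative to the plate's high and low controls in the primary single-dose screen; inactive = activation below 50%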;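 note: compound incubated with DTT at 0.8 mM final as the reducing agent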
NF-kB expr up: compounds increasing NF-kB expression in human neuronal cells; NF-kB reporter expression; stronger effect = higher value; fold change at 12.5 µM; hit rate 1.6% among 190,000; AID 1239; in the data active = fold change above about 3.3
* marks the source's active call; other numbers are inactive results; . = not tested or not shown.

SMILES	Hsp70 act	STAT3 activator	HMGR II inh	STAT3 blocker	APP 5'UTR act	TLR4 MyD88 comp	STAT1 blocker	STAT1 activator	DTT redox prof	NF-kB expr up
COc1ccc(C(=O)N/N=C/c2ccc(N3CCOCC3)o2)cc1OC	-0.2	103	-2	-1	-15	0	4	96	-0.4	1
NS(=O)(=O)c1cccc(NC(=O)CN2CCc3ccccc32)c1	0.0	113	-2	-13	-9	-5	6	94	-1.1	0.97
CCCC(=O)Nc1cc(C(=O)O)ccc1S(=O)(=O)c1ccc(C)cc1	-0.5	87	-2	18	20	-5	4	96	-0.7	1.3
Cc1ccc(Cc2cnc(NC(=O)c3cccs3)s2)cc1	0.2	100	2	5	170*	-12	-78	171*	2.1	7.1*
COc1ccc(N2CCN(C(=S)Nc3cc(C)cc(C)c3)CC2)cc1	-0.5	95	0	16	8	-2	-4	104	8.3	1.1
Nc1nc2n(n1)C(c1ccco1)CC(c1ccc(F)cc1)N2 (configuration not stated)	0.1	96	2	11	-13	-16	-2	102	-0.4	1
COc1ccc(C2=NO[C@@H]3C(=O)N(c4ccc(C)cc4C)C(=O)[C@H]23)cc1OC	0.1	98	-3	5	8	0	10	91	3.6	1.1
O=C(CSc1nnc(Cn2cnc3ccccc32)o1)c1ccccc1	-0.2	88	-3	17	15	7	9	92	0.5	1.1
O=C(NNS(=O)(=O)c1ccc(Cl)cc1)c1cnn(-c2ccccc2)c1-n1cccc1	-0.3	100	-5	3	4	-7	-2	102	1.2	1.3
CCCCn1nnnc1SCC(=O)c1ccccc1F	0.0	99	-2	4	23	-4	-12	110	-0.6	2.4
FC(F)(F)c1cccc(NC(=S)NCC2COc3ccccc3O2)c1 (configuration not stated)	-0.3	104	5	-4	-20	0	-2	102	.	0.9
Cc1ccsc1/C=C(\C(=O)c1ccc(OC(C)C)cc1)c1nc2ccccc2o1	-0.4	97	-2	7	21	-6	-10	109	2.2	0.67
Cc1ccc(S(=O)(=O)Nc2ccc(C(N)=O)cc2)cc1[N+](=O)[O-]	-0.1	106	-1	-4	1	2	-10	107	-1.3	0.89
CC(=O)c1cccc(N=Nc2c(-c3ccccc3)[nH]n(-c3ccccc3)c2=O)c1	-0.1	96	3	9	-17	4	-7	105	-0.6	0.4
COCCNC(=S)NCCc1ccc(Cl)cc1Cl	-0.1	88	0	14	-4	-15	-2	102	-1.9	0.95
Cc1cc(C)cc(N(CC(=O)O)S(=O)(=O)c2c(C)[nH]c(=O)[nH]c2=O)c1	0.6	101	1	10	-15	-8	-2	101	0.9	1.1
CCSc1ccc2nnc(-c3cccs3)n2n1	-0.2	71	-6	41	-1	-18	7	92	-0.4	1.1
Cc1cccc(OCCCCCn2ccnc2)c1C	0.2	89	-2	17	-2	3	4	97	-1.4	1.9
CCOC(=O)N/N=C/c1c(F)c(F)c(F)c(F)c1F	0.0	95	2	6	-3	-2	2	98	.	0.84
COc1ccccc1NC(=O)c1ccc(C(=O)c2ccccc2)o1	0.3	95	-2	10	13	3	-20	117	-0.5	1.1
Cc1nc2ccc(NC(=S)NC3CCCCC3)cc2nc1C	0.1	90	-5	17	33	5	-33	128	-0.5	2.1
Cc1ccc2c(c1)c1c3n2CCN(C(=O)C2CC2)C3CCC1 (configuration not stated)	-0.2	89	-1	22	2	5	-3	103	-1.1	1.2
Cc1ccccc1OCCN(C#N)c1nc(N(C)C)nc(N(C)C)n1	-0.5	93	-3	11	10	10	8	91	0.9	1.1
Cc1nc(C)c(C(=O)NNS(=O)(=O)c2ccc([N+](=O)[O-])cc2)s1	-0.2	96	-1	8	0	-7	-4	104	-0.1	1.8
CN(C)S(=O)(=O)c1cccc(NC(=O)COC(=O)/C=C/c2cccs2)c1	-0.3	106	-5	-5	-10	1	0	100	-0.9	1.1

Three of the entries above in order of their number in STAT1 activator, lowest first.
SMILES	STAT1 activator
Cc1ccccc1OCCN(C#N)c1nc(N(C)C)nc(N(C)C)n1	91
CCCC(=O)Nc1cc(C(=O)O)ccc1S(=O)(=O)c1ccc(C)cc1	96
CCOC(=O)N/N=C/c1c(F)c(F)c(F)c(F)c1F	98

The results go on:
SMILES	Hsp70 act	STAT3 activator	HMGR II inh	STAT3 blocker	APP 5'UTR act	TLR4 MyD88 comp	STAT1 blocker	STAT1 activator	DTT redox prof	NF-kB expr up
COc1ccc(CNCC(O)(c2ccc(F)cc2)c2ccc(F)cc2)cc1	-0.2	99	1	3	66	-6	7	93	-1.3	0.98
CCOC(=O)CSc1nc2cc(OC)ccc2cc1C#N	-0.1	104	0	-2	173*	7	-75	168*	-0.2	8.1*
Nc1ccc(C(CC(=O)O)n2cccc2)cc1 (configuration not stated)	-0.2	97	0	8	8	2	-2	102	-1.4	1.2
Cc1nnc(SCC(C)C)[nH]c1=O	-0.2	100	-5	4	-3	0	7	94	-1.1	1.4
COc1ccc(-c2c(C)oc3c(CN4CCN(CCO)CC4)c(O)ccc3c2=O)cc1OC	-0.4	103	-4	3	0	-12	-9	108	0.1	1.2
O=C(Nc1ccc(N2CCOCC2)cc1)Nc1cnsn1	-0.2	86	-4	19	40	6	-14	113	2.3	1.3
CCOCCCNC(=S)NC1CC2CCC(C1)N2Cc1ccccc1 (configuration not stated)	-0.1	95	3	8	6	-2	3	96	-0.2	1.1
Cc1ccc(S(=O)(=O)N2CCCC2c2nc3ccccc3s2)cc1 (configuration not stated)	-0.3	96	-1	7	-6	7	-9	108	-1.1	1.2
CCn1c(SCC(=O)Nc2nc(C)cs2)nnc1-c1ccoc1C	-0.3	90	1	10	-17	-2	5	95	0.0	1.1
O=C(c1ccc(Cl)c(F)c1F)N1CCOCC1	-0.3	95	1	6	-3	-5	-1	98	0.1	0.85
CCC(=O)N(Cc1ccco1)C1CC(=O)N(c2ccccc2)C1=O (configuration not stated)	-0.3	93	-6	9	0	-11	9	92	-0.3	1.1
CCC/C(O)=N\S(=O)(=O)c1ccc(N=NN(C)C)cc1	-0.2	100	-5	4	38	-9	3	99	1.0	1.1
COc1ccc(NC(=O)Cn2c(=O)sc3ccccc32)c(OC)c1	0.1	100	1	5	3	-4	-7	107	-0.9	1.3
O=C(c1ccccc1Cl)N1CCC(O)(c2cccnc2)CC1	-0.1	99	3	4	-13	-5	5	93	0.4	1.2
O=C(Oc1ccc(C(=S)N2CCCCC2)cc1)c1ccccc1F	-0.3	91	-2	13	5	-8	-1	99	-0.5	1
CC1=CC(=O)OC1Cc1ccncc1 (configuration not stated)	-0.4	99	3	4	-3	3	0	100	-0.9	1.2
Cc1ccc(NC2=NC(=S)N(CC#N)C23CCCCC3)cc1	0.1	100	-2	4	-14	2	0	100	1.1	1
COc1ccc(/C=N/NC(=O)C(C)N(c2ccc(OC)cc2)S(C)(=O)=O)cc1 (configuration not stated)	-0.1	106	-1	-3	14	-3	-2	100	-0.9	1.7
COc1cccc(NC(=O)CSc2nc3ccccc3cc2Cc2ccccc2)c1	-0.3	108	3	0	5	-11	8	92	5.6	1.4
COc1ccc(S(=O)(=O)N(C)CC(=O)NCc2cccnc2)cc1	-0.2	99	1	4	-5	-1	2	99	0.0	0.99
CC(C)Cn1c(C(C)C)nc([N+](=O)[O-])c1S(=O)(=O)c1ccc(F)cc1	0.4	97	5	8	15	-1	18	84	-4.3	1.9
CCC(C(=O)NC1CCCC1)N(C(=O)c1snc(C(N)=O)c1N)c1ccc2c(c1)OCCO2 (configuration not stated)	0.0	97	-4	4	22	1	-2	101	-0.3	1
O=C(C1CCCN(c2ncccn2)C1)N1CCc2ccccc21 (configuration not stated)	-0.1	91	-5	22	0	3	-5	105	1.0	0.94
CSc1nc2nccc(-c3ccc(-c4ccccc4)cc3)n2n1	0.1	81	-6	23	-13	1	-10	111	0.1	1.1
CCC1=NN(C(=O)c2ccc(Br)cc2)C(O)(c2ccc(C)cc2)C1 (configuration not stated)	-0.3	104	-4	-7	-8	2	-5	107	-0.8	1.2
SMILES	Hsp70 act	STAT3 activator	HMGR II inh	STAT3 blocker	APP 5'UTR act	TLR4 MyD88 comp	STAT1 blocker	STAT1 activator	DTT redox prof	NF-kB expr up
Cc1ccc(NC(=O)c2sc3nc[nH]c(=O)c3c2C)c(C)c1	0.2	94	0	12	-9	-4	-2	102	-4.5	1.3
CCOc1ccc(NC2OC(CO)C(O)C(O)C2O)c([N+](=O)[O-])c1 (configuration not stated)	0.0	100	1	4	-8	13	-1	99	-1.6	1
N#Cc1ccsc1NC(=O)CSc1nnnn1-c1ccc(O)cc1	0.4	124	-1	-20	10	-4	-17	113	0.6	1.4
CN1CCN(c2ccccc2NC(=O)COc2ccccc2)CC1	-0.3	103	2	-4	-7	-5	-4	103	0.0	0.98
COc1cc(S(=O)(=O)NC2CCCCC2C)ccc1-n1cnnn1 (configuration not stated)	-0.3	87	1	18	-12	4	10	89	-1.2	0.82
Cc1[nH][nH]c(=O)c1C(c1cc([N+](=O)[O-])ccc1O)c1c(C)[nH][nH]c1=O	-0.3	105	0	-3	2	-1	-9	108	-0.3	1.1
Cc1ccc(CCNc2ccccc2)c[n+]1[O-]	-0.5	98	-1	8	36	22	-6	104	0.1	1.3
CN(C)CCCNC(=O)C1CCNCC1	-0.1	95	-5	10	28	11	1	101	-2.5	1.1
CC(=O)N1CCc2cc(C(=O)CN3CCN(c4ccccc4F)CC3)ccc21	0.0	97	-3	12	-19	-4	-3	103	0.0	0.74
N#Cc1ccc(-c2ccccc2)nc1SCCN1CCOCC1	-0.3	102	-1	-2	1	-2	0	100	0.0	0.88
CCOc1ccc(/C=C/C(=O)CCC(=O)O)cc1	-0.1	107	0	-3	62	-6	-32	127	-0.7	.
COc1ccc(CN2CC(C(=O)NCc3ccccn3)CC2=O)cc1 (configuration not stated)	0.0	102	-2	0	14	-9	2	99	0.4	1.2
CCC(C)[C@H](NC(=O)Nc1ccc(S(N)(=O)=O)cc1)C(=O)O (some centres not stated)	-0.5	101	1	3	-6	17	-4	104	0.6	0.98
O=C1CN(c2nc(-c3ccccc3)c3cc(Br)ccc3n2)c2ccccc2N1	-0.1	108	0	-1	-14	4	-1	101	-2.8	1.2
CCOC(=O)c1nn(-c2ccccc2)c2nnc(Cc3ccccc3)c(=O)n12	-0.2	92	-5	14	8	12	-4	103	-0.1	1
Cc1ccc(NC(=S)NCCc2ccc(F)cc2)c(C)c1	-0.5	100	-2	-5	15	-11	-7	106	0.6	1.4
CC(C)Oc1cccc(-c2cc(C(=O)N3CCN(c4ncccn4)CC3)c3ccccc3n2)c1	0.2	112	0	-11	36	2	-18	116	0.7	0.66
CCCCOc1ccc(C(=O)N2CCC(C)CC2)cc1	-0.3	98	-1	7	-1	-18	-1	101	2.6	1.3
Oc1[nH]c2ccccc2c1N=NC(=S)NCC1CCCO1 (configuration not stated)	-0.4	83	-6	19	16	-2	5	96	0.1	0.74
COc1cccc(NC(=S)N(Cc2ccc(C)cc2)Cc2ccccn2)c1	0.1	100	-3	2	-8	-1	5	93	-2.4	1

Source: PubChem BioAssay

Compounds as they come. About 5.6% of those tested had a hit in this group.
